High-throughput results as filed in PubChem.
SUMO1-SIM PPI – modulators of SUMO1 protein-protein interactions, primary screen, biochemical, uHTS; 360,000 tested, 0.33% active; AID 602429, 2012; SUMO1 binding to a labelled peptide, TR-FRET, 1 h; inhibition, % at 20 µM; in the data active means inhibition above about 37%
NadD inh – inhibitors of S. aureus NadD, primary screen, biochemical, colorimetric, uHTS; 360,000 tested, 0.78% active; AID 602399, 2012; inhibition, % at 20 µM; purified NadD enzyme, colorimetric absorbance read-out; in the data active means inhibition above about 26%; further: some compounds past the cut are filed as inactive
PABP1 MLLE inh – inhibitors of PABP1 MLLE–PAM2 peptide binding, primary screen, biochemical, fluorescence polarization, FITC-PAM2, GST-MLLE; inhibition, % at 20 µM; 360,000 tested, 0.36% active; Polyadenylate-binding protein 1 (Homo sapiens), P11940; in the data active means inhibition above about 35%, passing the limit was not always enough;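 further: plate controls were DMSO wells with GST-MLLE for no effect and wells lacking GST-MLLE protein for full effect; some results filed as inactive read as strong as hits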
Scp1 inh – Scp-1 phosphatase inhibitors, primary screen, biochemical, colorimetric, uHTS; Carboxy-terminal domain RNA polymerase II polypeptide A small phosphatase 1 (Homo …; Recombinant Scp1, phosphopeptide, malachite green phosphate absorbance; inhibition, % at 20 µM; 340,000 tested, 0.88% active; AID 493091, 2011;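 active means inhibition above about 50% at 20 µM, limit read from the data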;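 further: plate controls were DMSO wells with enzyme for no effect and wells lacking enzyme for full effect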
Target sequence (Q9GZU7 76-261 limits assumed): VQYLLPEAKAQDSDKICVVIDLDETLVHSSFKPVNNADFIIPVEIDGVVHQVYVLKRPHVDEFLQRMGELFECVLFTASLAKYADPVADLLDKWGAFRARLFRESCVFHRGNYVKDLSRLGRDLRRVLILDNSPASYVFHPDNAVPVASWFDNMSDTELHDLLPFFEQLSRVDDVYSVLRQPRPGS
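Test system: SCP-1 phosphatase catalytic domain, residues 76-261 | Compound dosing: One concentration, 20 µM, with 1.0% DMSO | Schedule: 45 min room-temperature reaction, 5 min colour, 30 min stabiliser | Detection: Absorbance at 630 nm | Read-out basis: % inhibition of SCP-1 phosphate liberation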
Rpn11 inh – Rpn11 (PSMD14) deubiquitinase inhibitors, primary screen, biochemical, fluorescence polarization, uHTS | AID 588493, 2011 | human 26S proteasome, Ub4-pepOG fluorescence polarization; 20S core pre-blocked with epoxomicin | 360,000 tested, 0.59% active | calls only at 20 µM | 26S proteasome non-ATPase regulatory subunit 14 (Homo sapiens), O00487;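 active means inhibition at 20 µM, scaled to each plate's controls, above about 33%, limit read from the data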
Target sequence (O00487 whole entry, looked up): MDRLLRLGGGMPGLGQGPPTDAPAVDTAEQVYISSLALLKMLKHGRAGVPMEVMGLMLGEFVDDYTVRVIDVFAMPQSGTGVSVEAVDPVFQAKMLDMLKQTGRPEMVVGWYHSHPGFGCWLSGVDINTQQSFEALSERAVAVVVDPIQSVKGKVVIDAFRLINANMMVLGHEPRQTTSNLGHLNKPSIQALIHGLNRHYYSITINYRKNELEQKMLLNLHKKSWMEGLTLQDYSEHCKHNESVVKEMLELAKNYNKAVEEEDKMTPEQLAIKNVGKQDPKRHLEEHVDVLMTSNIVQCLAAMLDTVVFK
STEP inh – STEP phosphatase inhibitors, primary screen, biochemical, fluorescence intensity, uHTS; Tyrosine-protein phosphatase non-receptor type 5 (Homo sapiens), P54829; recombinant STEP, OMFP fluorogenic substrate; inhibition, % at 20 µM; 360,000 tested, 0.25% active;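 active means inhibition at 20 µM, scaled per plate between control wells, above about 37%, limit read from the data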;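 further: 0% = DMSO with enzyme and substrate and 100% = substrate only without enzyme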
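Test system: STEP tyrosine phosphatase / Reagent: OMFP at 25 µM / Doses: 20 µM, 1% DMSO / Read-out: percent inhibition scaled to no-enzyme and uninhibited-enzyme controls, plate-pattern corrected / Detection: FITC-channel fluorescence of OMFP product / Medium: Bis-Tris buffer pH 6.0, 2.5 mM DTT, 0.005% Tween 20 / Schedule: 20 min at room temperature, dark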
LMPTP inh – LMPTP phosphatase inhibitors, primary screen, biochemical, fluorescence intensity, uHTS. recombinant LMPTP-A, OMFP fluorogenic substrate. Low molecular weight phosphotyrosine protein phosphatase (Homo sapiens), P24666. 360,000 tested, 0.22% active. inhibition, % at 20 µM;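 active means compounds that cut the enzyme signal by at least half of the control window in the single-dose screen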;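 further: plate controls were DMSO wells with enzyme plus substrate for no effect and substrate without enzyme for full effect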
Target sequence (P24666 whole entry, looked up): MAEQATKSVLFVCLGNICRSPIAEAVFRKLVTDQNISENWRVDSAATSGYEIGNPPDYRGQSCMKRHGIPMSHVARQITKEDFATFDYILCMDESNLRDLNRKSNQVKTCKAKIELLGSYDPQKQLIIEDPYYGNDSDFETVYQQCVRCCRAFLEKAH
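Test system: LMPTP-A, protein tyrosine phosphatase of low molecular weight; Input: 0.625 nM enzyme; Incubation: 50 min dark incubation at room temperature; Signal: endpoint fluorescence intensity from OMFP dephosphorylation; Read-out basis: % inhibition versus control wells.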
TbMetRS inhib – T. brucei MetRS inhibitors, primary screen, biochemical, luminescence; 360,000 tested, 0.4% active; AID 624268, 2012; methionyl-tRNA synthetase (Trypanosoma brucei brucei); purified T. brucei MetRS, ATP depletion, Kinase-Glo luminescence; inhibition, % at 11.9 µM;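 active means inhibition above a per-plate cutoff of the control wells' mean inhibition plus 3 SD, cut at about 5.5% in these data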;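 further: 0% = DMSO wells median and 100% = median of wells with control inhibitor compound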
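Dosing: 11.9 µM compound single dose, 0.9% DMSO; Assay system: purified T. brucei MetRS enzyme; Measured by: Kinase-Glo luciferase luminescence reporting remaining unconsumed ATP; Schedule: 15 min plus 2 h at 25 °C.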
DNMT1 block – human DNMT1 methyltransferase inhibitors, primary screen, biochemical, molecular beacon, fluorescence, HinP1I cleavage, uHTS; inhibition (reported as % activation of signal), % at 10 µM; 360,000 tested, 0.83% active; AID 588458, 2011; in the data active means inhibition above about 50%
CSN deneddyl inh – inhibitors of CSN-mediated cullin deneddylation, primary screen, biochemical, fluorescence polarization, uHTS; 360,000 tested, 0.38% active; AID 651999, 2013; COP9 signalosome complex subunit 5 (Homo sapiens), Q92905; inhibition, % at 12.5 µM; Purified CSN, SCF-Nedd8-OG deneddylation;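 active means pattern-corrected inhibition above about 35%, with an unprinted fluorescence ratio check between 0.5 and 1.5, limit read from the data, passing the limit was not always enough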;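 further: 0% = enzyme with substrate and 100% = substrate without enzyme; some results filed as inactive read as strong as hits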
Target sequence (Q92905 whole entry, looked up, one chain of several): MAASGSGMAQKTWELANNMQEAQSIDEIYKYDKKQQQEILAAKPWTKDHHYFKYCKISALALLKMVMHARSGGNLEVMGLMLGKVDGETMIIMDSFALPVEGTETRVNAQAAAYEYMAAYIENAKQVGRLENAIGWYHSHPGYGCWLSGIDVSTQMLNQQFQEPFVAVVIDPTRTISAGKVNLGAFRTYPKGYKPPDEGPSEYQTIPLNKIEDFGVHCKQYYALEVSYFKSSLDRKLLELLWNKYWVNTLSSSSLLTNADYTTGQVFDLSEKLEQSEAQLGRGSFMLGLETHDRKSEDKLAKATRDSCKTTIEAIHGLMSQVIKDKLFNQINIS
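Assay system: HEK293T-derived human Csn5 enzyme; quantity: 0.24 nM enzyme; medium: Tris/NaCl/DTT buffer, pH 7.5; also added: substrate SCFSkp2-Nedd8OG, 10 nM; doses: 12.5 µM compound; schedule: 90 min reaction at room temperature; signal: FP; read-out: % inhibition of substrate cleavage by Csn5; benchmarks: substrate-only high control, full reaction low control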
* hit, by the source's call.

For CCOC(=O)/C(=C\c1ccc([N+](=O)[O-])o1)NC(=O)c1ccccc1 the results were SUMO1-SIM PPI -14, NadD inh -1, PABP1 MLLE inh 0, Scp1 inh -11, Rpn11 inh inactive, STEP inh 3, LMPTP inh -1.4, TbMetRS inhib 0.2, DNMT1 block 0 and CSN deneddyl inh -4.
`O=C(NCC1CC1)Nc1ccccc1F` gave SUMO1-SIM PPI 4, NadD inh -2, PABP1 MLLE inh 0, Scp1 inh -16, Rpn11 inh inactive, STEP inh -4, LMPTP inh -1.2, TbMetRS inhib 0.4, DNMT1 block 3 and CSN deneddyl inh 4.
Screening Clc1cccc(CSc2ncn(-c3ccccc3)n2)c1 returned SUMO1-SIM PPI -1, NadD inh -6, PABP1 MLLE inh 33, Scp1 inh -12, Rpn11 inh inactive, STEP inh -1, LMPTP inh 2.7, TbMetRS inhib -1.0, DNMT1 block -4 and CSN deneddyl inh 2.
CN(C)c1ccc(/C=N/N(Cc2ccccc2)c2ccccc2)cc1 was read as SUMO1-SIM PPI 1, NadD inh 1, PABP1 MLLE inh 1, Scp1 inh -17, Rpn11 inh inactive, STEP inh 2, LMPTP inh 0.6, TbMetRS inhib -0.9, DNMT1 block -5 and CSN deneddyl inh -4.
`CC1(C)CCC(=NNC(N)=S)CC1` gave SUMO1-SIM PPI -10, NadD inh 4, PABP1 MLLE inh -40, Scp1 inh 4, Rpn11 inh inactive, STEP inh -2, LMPTP inh 0.7, TbMetRS inhib -0.6, DNMT1 block 2 and CSN deneddyl inh -4.
Screening COC(=O)C[C@H]1CC[C@@H](NC(=O)Nc2c(C)noc2C)[C@@H](CO)O1 returned SUMO1-SIM PPI 4, LMPTP inh -0.9, TbMetRS inhib 0.2 and CSN deneddyl inh 1.
CCOC(=O)c1cc(C(=O)OCC)c(=O)[nH]c1N1CCCC1 was read as SUMO1-SIM PPI -3, NadD inh -3, PABP1 MLLE inh -2, Scp1 inh -6, Rpn11 inh inactive, STEP inh -1, LMPTP inh -1.2, TbMetRS inhib -0.5, DNMT1 block 3 and CSN deneddyl inh -3.
Screening CCOc1ccc(C=NNC(=O)c2ccc(-n3cnnn3)cc2)cc1 returned SUMO1-SIM PPI -2, NadD inh -1, PABP1 MLLE inh 8, Scp1 inh -6, Rpn11 inh inactive, STEP inh -2, LMPTP inh 5.1, TbMetRS inhib -0.1, DNMT1 block 17 and CSN deneddyl inh -2.
For O=C(O)COc1ccc(/C=N/NC(=O)c2cn(-c3ccccc3)nc2-c2ccccc2)cc1 the results were SUMO1-SIM PPI 4, NadD inh 6, PABP1 MLLE inh 6, Scp1 inh -8, Rpn11 inh inactive, STEP inh -2, LMPTP inh 0.1, TbMetRS inhib 0.7, DNMT1 block 0 and CSN deneddyl inh 1.
Screening CCC(C)c1ccc(NC(=O)C/C(C)=N/NC(=O)c2cnccn2)cc1 (centres undefined) returned SUMO1-SIM PPI 1, NadD inh -3, PABP1 MLLE inh -9, Scp1 inh -8, Rpn11 inh inactive, STEP inh -2, LMPTP inh -2.6, TbMetRS inhib -0.6, DNMT1 block 1 and CSN deneddyl inh 5.
`CCc1cc(=O)oc2c(C)c(O)c(CN(C)C)cc12` gave SUMO1-SIM PPI 4, NadD inh 4, PABP1 MLLE inh 22, Scp1 inh -6, Rpn11 inh inactive, STEP inh 2, LMPTP inh 2.0, TbMetRS inhib -0.1, DNMT1 block -7 and CSN deneddyl inh 0.
Screening Cn1nccc1C(=O)Nc1cccc(C(F)(F)F)c1 returned SUMO1-SIM PPI 3, NadD inh 2, PABP1 MLLE inh 13, Scp1 inh -4, Rpn11 inh inactive, STEP inh -2, LMPTP inh 1.3, TbMetRS inhib -0.7, DNMT1 block 3 and CSN deneddyl inh 0.
For O=C(NNC1=NCCN1Cc1ccccc1)c1cccc(C(F)(F)F)c1 the results were SUMO1-SIM PPI 5, NadD inh -1, PABP1 MLLE inh 10, Scp1 inh -3, Rpn11 inh inactive, STEP inh 0, LMPTP inh -1.0, TbMetRS inhib -0.5, DNMT1 block 2 and CSN deneddyl inh -5.
Screening c1ccc(CCn2cccc2)nc1 returned SUMO1-SIM PPI -5, NadD inh -1, PABP1 MLLE inh 8, Scp1 inh 5, Rpn11 inh inactive, STEP inh -1, LMPTP inh -0.8, TbMetRS inhib -0.4, DNMT1 block 2 and CSN deneddyl inh 1.
`CC1CC(C)CN(C(=O)c2nn(C)c3c2CSc2ccccc2-3)C1` (centres undefined) gave SUMO1-SIM PPI 12, NadD inh -4, PABP1 MLLE inh 5, Scp1 inh -4, Rpn11 inh inactive, STEP inh 5, LMPTP inh 0.1, TbMetRS inhib 0.0, DNMT1 block 4 and CSN deneddyl inh 2.
For CC1CCN(c2ccc3nnc(CCC(=O)NC(C)C)n3n2)CC1 the results were SUMO1-SIM PPI 5, NadD inh 0, PABP1 MLLE inh 6, Scp1 inh -9, Rpn11 inh inactive, STEP inh -1, LMPTP inh -1.2, TbMetRS inhib 0.3, DNMT1 block 0 and CSN deneddyl inh 1.
`O=C(CSc1nnc(-c2ccccn2)o1)Nc1ccc(F)cc1` gave SUMO1-SIM PPI -1, NadD inh 2, PABP1 MLLE inh -1, Scp1 inh -2, Rpn11 inh inactive, STEP inh -1, LMPTP inh 0.2, TbMetRS inhib 0.2, DNMT1 block -6 and CSN deneddyl inh -3.
Screening CCCCn1c(N)c(N(CCC(C)C)C(=O)COC(=O)c2cccnc2OCC)c(=O)[nH]c1=O returned SUMO1-SIM PPI 2, NadD inh -3, PABP1 MLLE inh -9, Scp1 inh -5, Rpn11 inh inactive, STEP inh -2, LMPTP inh -0.3, TbMetRS inhib -0.4, DNMT1 block 3 and CSN deneddyl inh 2.
For COc1cc(/C=N/S(=O)(=O)CCc2ccccc2)ccc1O the results were SUMO1-SIM PPI -5, NadD inh 0, PABP1 MLLE inh 17, Scp1 inh -7, Rpn11 inh inactive, STEP inh 2, LMPTP inh -1.4, TbMetRS inhib 0.4, DNMT1 block 1 and CSN deneddyl inh -1.
For O=C(N[C@@H](Cc1ccccc1)C(=O)NC1CCCCCC1)c1ccco1 the results were SUMO1-SIM PPI -3, NadD inh -3, PABP1 MLLE inh 0, Scp1 inh -8, Rpn11 inh inactive, STEP inh -2, LMPTP inh -0.4, TbMetRS inhib 0.1, DNMT1 block 3 and CSN deneddyl inh 2.

Continued; the last 2 above are carried over.
For COc1cc(/C=N/S(=O)(=O)CCc2ccccc2)ccc1O the results were SUMO1-SIM PPI -5, NadD inh 0, PABP1 MLLE inh 17, Scp1 inh -7, Rpn11 inh inactive, STEP inh 2, LMPTP inh -1.4, TbMetRS inhib 0.4, DNMT1 block 1 and CSN deneddyl inh -1.
For O=C(N[C@@H](Cc1ccccc1)C(=O)NC1CCCCCC1)c1ccco1 the results were SUMO1-SIM PPI -3, NadD inh -3, PABP1 MLLE inh 0, Scp1 inh -8, Rpn11 inh inactive, STEP inh -2, LMPTP inh -0.4, TbMetRS inhib 0.1, DNMT1 block 3 and CSN deneddyl inh 2.
Screening CCN(CC)S(=O)(=O)c1ccc(C(=O)N2CCc3ccccc32)cc1 returned SUMO1-SIM PPI -2, NadD inh -11, PABP1 MLLE inh -5, Scp1 inh -7, Rpn11 inh inactive, STEP inh -4, LMPTP inh -1.8, TbMetRS inhib 1.1, DNMT1 block -1 and CSN deneddyl inh 3.
`O=C(CCc1ccccc1)Nc1ccc2c(c1)C(=O)OC2` gave SUMO1-SIM PPI 2, NadD inh -1, PABP1 MLLE inh 4, Scp1 inh -15, Rpn11 inh inactive, STEP inh 2, LMPTP inh -0.6, TbMetRS inhib -0.1, DNMT1 block 0 and CSN deneddyl inh 2.
`CC(=O)N/C(=C\c1ccccc1)C(=O)OC(C)C(=O)N(C)c1ccccc1` (centres undefined) gave SUMO1-SIM PPI 2, NadD inh -1, PABP1 MLLE inh -6, Scp1 inh -3, Rpn11 inh inactive, STEP inh -2, LMPTP inh -2.4, TbMetRS inhib -0.3, DNMT1 block 1 and CSN deneddyl inh -2.
Screening COc1ccccc1C(=O)NC(=O)COC(=O)CCOc1ccccc1C returned SUMO1-SIM PPI 5, NadD inh -8, PABP1 MLLE inh 12, Scp1 inh -9, Rpn11 inh inactive, STEP inh 2, LMPTP inh 1.1, TbMetRS inhib -0.3, DNMT1 block -1 and CSN deneddyl inh 1.
For Cc1noc(C)c1S(=O)(=O)Nc1ccccc1OC(F)(F)F the results were SUMO1-SIM PPI 6, NadD inh -1, PABP1 MLLE inh 9, Scp1 inh -11, Rpn11 inh inactive, STEP inh -1, LMPTP inh 0.5, TbMetRS inhib -0.1, DNMT1 block -1 and CSN deneddyl inh 1.
For Cc1ccc(N(CC(=O)NCCc2ccccc2)C(=O)c2csnn2)cc1 the results were SUMO1-SIM PPI 4, NadD inh 1, PABP1 MLLE inh 12, Scp1 inh -1, Rpn11 inh inactive, STEP inh 1, LMPTP inh -1.0, TbMetRS inhib -0.3, DNMT1 block 2 and CSN deneddyl inh -3.
For N#C/C(=C\c1ccc(OCCN2CCOCC2)cc1)C(=O)Nc1ccccc1F the results were SUMO1-SIM PPI -36, NadD inh -4, PABP1 MLLE inh 8, Scp1 inh -5, Rpn11 inh inactive, STEP inh 1, LMPTP inh 2.2, TbMetRS inhib -0.5, DNMT1 block -1 and CSN deneddyl inh 1.
CC(C)NC(=O)COc1ccc(S(=O)(=O)N(C)Cc2ccccc2)cc1 was read as SUMO1-SIM PPI 3, NadD inh -4, PABP1 MLLE inh 7, Scp1 inh -1, Rpn11 inh inactive, STEP inh 2, LMPTP inh -0.5, TbMetRS inhib -0.1, DNMT1 block -3 and CSN deneddyl inh 2.
